Screens deposited in PubChem by several laboratories.
MC4R ag barr: human MC4R agonism via beta-arrestin; U2OS MC4R beta-arrestin complementation, luminescence; percent of melanotan II response, DMSO zero; activation, % at 8.9 µM; actives 0.98% (n = 360,000);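 active = activation above a per-plate cutoff, the mean activation of sample wells on that plate plus 3 SD, cut at about 8% in these data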
NR2F2 inh: inhibitors of human COUP-TFII (NR2F2) | actives 0.7% (n = 370,000) | inhibition, % at 8.6 µM | HEK293T NGFI-A luciferase reporter, luminescence | AID 686940;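 active = inhibition above a per-plate cutoff, mean inhibition of test wells between control levels plus 3 SD, cut at about 38% in these data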;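 note: cells cotransfected with COUP-TFII expression vector driving the NGFI-A reporter; 0% = median of COUP-TF2 test wells and 100% = reporter-only cells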
Target sequence (P24468 whole entry, looked up): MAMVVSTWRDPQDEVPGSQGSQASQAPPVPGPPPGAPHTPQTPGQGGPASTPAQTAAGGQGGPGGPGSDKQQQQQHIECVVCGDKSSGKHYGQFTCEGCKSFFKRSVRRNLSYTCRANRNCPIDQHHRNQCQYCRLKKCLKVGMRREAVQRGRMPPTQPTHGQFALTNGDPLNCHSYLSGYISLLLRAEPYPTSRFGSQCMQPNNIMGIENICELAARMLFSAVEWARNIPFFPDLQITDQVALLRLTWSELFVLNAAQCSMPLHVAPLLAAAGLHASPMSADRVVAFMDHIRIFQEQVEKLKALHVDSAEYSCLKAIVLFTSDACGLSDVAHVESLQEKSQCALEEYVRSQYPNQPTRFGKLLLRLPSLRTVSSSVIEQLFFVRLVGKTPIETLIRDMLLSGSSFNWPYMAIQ
TLR9-MyD88 block: inhibitors of human TLR9-MyD88 binding; AID 504734; Q9NR96+Q99836; CHO BLA complementation TLR9-MyD88, CCF4 FRET ratio; inhibition, % at 4.98 µM; actives 0.21% (n = 340,000);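 active = inhibition above the mean over all tested compounds plus 3 SD, cut at about 21% in these data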;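 note: 0% = DMSO only wells and 100% = clavulanate BLA inhibitor control wells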
NOD2-RIPK2 inh: NOD2-RIPK2 protein interaction inhibition. CHO BLA complementation NOD2-RIPK2, CCF4 ratio. inhibition, % at 4.98 µM. actives 0.38% (n = 360,000). AID 624267; in the data active = inhibition above about 21%;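 note: 0% = vehicle only and 100% = reference blocker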
Target sequence (O43353 whole entry, looked up): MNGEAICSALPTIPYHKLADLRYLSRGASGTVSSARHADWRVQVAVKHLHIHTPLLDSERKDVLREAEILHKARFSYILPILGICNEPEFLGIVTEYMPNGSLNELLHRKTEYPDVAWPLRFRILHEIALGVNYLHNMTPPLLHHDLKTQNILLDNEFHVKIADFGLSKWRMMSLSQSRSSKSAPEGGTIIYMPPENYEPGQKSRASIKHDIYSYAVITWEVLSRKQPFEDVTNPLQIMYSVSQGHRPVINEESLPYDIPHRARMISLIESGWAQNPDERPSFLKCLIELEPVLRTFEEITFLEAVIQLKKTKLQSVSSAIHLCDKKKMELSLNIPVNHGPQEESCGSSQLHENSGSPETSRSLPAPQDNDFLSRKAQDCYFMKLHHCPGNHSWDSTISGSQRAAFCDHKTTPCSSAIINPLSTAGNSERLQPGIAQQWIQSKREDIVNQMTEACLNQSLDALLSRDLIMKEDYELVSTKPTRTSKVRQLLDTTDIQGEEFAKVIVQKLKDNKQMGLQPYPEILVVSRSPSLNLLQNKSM
MC4R antagonist: antagonists of human melanocortin 4 receptor (MC4R) | AID 540295 | MC4R-expressing cells, MTII-stimulated cAMP, LANCE TR-FRET | actives 0.48% (n = 360,000) | inhibition, % at 6.5 µM;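 active = inhibition above its plate's cutoff, the mean of tested wells on that plate plus 3 SD, cut at about 29% in these data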;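 note: 0% = Melanotan II alone and 100% = Melanotan II plus saturating MCL0020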
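Assay system: U2OS-MC4R stable cell line; Also added: Melanotan II; Technique: Eu-cAMP/anti-cAMP TR-FRET, emission 671 nm; Times: 30-min compound, 1-h challenge, 1-h detection, room temperature.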
ABHD5-PLIN5 inh: blocks binding of human ABHD5 to perilipin-5; AID 602281; inhibition, % at 4 µM; Split G. princeps luciferase complementation, luminescence, 4 h; Q00G26+Q8WTS1; actives 0.78% (n = 360,000);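 active = inhibition above the mean inhibition across every tested compound plus 3 SD, cut at about 22% in these data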;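 note: 0% = DMSO only wells and the 100% control is not disclosed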
LRH-1 inv ag: NR5A2 inverse agonism in reporter assay; O00482; HEK293T StAR-luciferase reporter, LRH-1 transfected, 24 h; inhibition, % at 3.6 µM; actives 0.13% (n = 360,000); AID 602396;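 active = inhibition above the mean inhibition of all tested compounds plus 3 SD, cut at about 73% in these data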;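 note: 0% = DMSO wells and 100% = reporter-only cells lacking LRH-1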
NCOA2 inhibitor: inhibits human steroid receptor coactivator 2. Q15596. HEK293 GAL4-SRC2 luciferase reporter, luminescence. inhibition, % at 9 µM. actives 0.17% (n = 370,000);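 active = inhibition above the mean inhibition of all tested compounds plus 3 SD, set per campaign, cut at about 52% in these data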;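 note: 0% = DMSO treated cells and 100% = cells given Gossypol at 36 µM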
SRC3 inh: inhibits human SRC3 coactivator | HEK293 GAL4-SRC3 luciferase reporter, luminescence | inhibition, % at 3.6 µM | Q9Y6Q9 | actives 0.17% (n = 360,000);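 active = inhibition above a per-campaign cutoff, the mean of all compounds plus 3 SD, cut at about 60% in these data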;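 note: 0% = DMSO-treated cells and 100% = gossypol-treated cells at 36 µM; higher means less SRC3-driven luciferase light from the GAL4 reporter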
EBV LMP1 NFkB: reduces LMP1-driven NF-kappaB luciferase signal; LMP1-induced NF-kappaB luciferase reporter cells, luminescence; inhibition, % at 12.5 µM; actives 0.69% (n = 350,000); AID 504558; in the data active = inhibition above about 41%;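 note: 0% = neutral control wells and 100% = reference inhibitor control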
NCOA1 inh: inhibitors of human steroid receptor coactivator 1 (SRC1); Q15788; HEK293 GAL4-SRC1 luciferase reporter, luminescence; inhibition, % at 3.6 µM; actives 0.12% (n = 360,000); AID 588354;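 active = inhibition above the campaign mean plus 3 SD, with each screening campaign given its own cutoff, cut at about 60% in these data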;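 note: 0% = DMSO treated cells and 100% = gossypol at 36 µM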
The depositor's hits bear a star; . = no result given. A portion of the library, so the mix of outcomes need not match the whole.

SMILES	MC4R ag barr	NR2F2 inh	TLR9-MyD88 block	NOD2-RIPK2 inh	MC4R antagonist	ABHD5-PLIN5 inh	LRH-1 inv ag	NCOA2 inhibitor	SRC3 inh	EBV LMP1 NFkB	NCOA1 inh
Cc1ccc2[nH]c(=O)c3cc(C(=O)N(CCCOC(C)C)Cc4ccco4)sc3c2c1	35*	3	-7	7	-3	5	5	5	21	8	17
C=CCC1(CC=C)CCCN1C(=O)CC1C(=O)NCCN1Cc1cc(OC)cc(OC)c1 (configuration not stated)	-1.8	6	-5	-1	7	2	-8	8	11	-3	-13
CCCCn1c(N)c(N(CCC(C)C)C(=O)CSc2nc3ccccc3s2)c(=O)[nH]c1=O	-1.2	-1	-4	6	8	-5	-30	-5	7	4	-5
COc1ccc(OCC(O)CN2CCN(Cc3ccc4c(c3)OCO4)CC2)cc1 (configuration not stated)	-1.6	0	-4	3	0	-3	-14	-4	14	6	2
Cc1cccc(N2C(=O)C(O)=C(C(=O)c3cccs3)C2c2ccccc2)n1 (configuration not stated)	-0.9	15	3	-2	30*	-10	-14	-4	-1	4	-9
Cc1ccc2nc(-c3ccc(NC(=S)NC(=O)C(C)C)cc3)sc2c1	1.8	-34	-2	2	47*	-3	-68	-44	-77	-48	-88
O=C(CSc1nc2c(c(=O)n1-c1ccc(Cl)cc1)SCC2)NCc1ccco1	-2.0	-3	0	9	-1	4	5	13	-1	8	9
O=C(CCN1CCCCC1)Nc1cccc(Br)c1	-0.8	-4	-8	-5	12	8	5	-22	-12	0	-5
COc1ccc(N=Cc2ccc(N(CCC#N)CCC#N)cc2)cc1	-0.7	17	-1	-2	-1	-3	20	-17	-5	-1	1
O=C(Nc1cc(C(F)(F)F)ccc1N1CCOCC1)C1=NN(c2ccccc2)C(=O)CC1	0.3	5	11	5	10	-1	2	15	7	3	-10
CCn1c(COc2ccccc2)nnc1SCC(=O)c1cccc([N+](=O)[O-])c1	-1.8	-3	-4	2	14	2	-19	24	-11	-1	-3
O=C(Nc1ccncc1)c1ccccc1[N+](=O)[O-]	-1.3	20	3	8	18	-1	3	31	28	9	34
CCC(Oc1ccc(C)cc1)C(=O)Nc1ccc(S(=O)(=O)Nc2nccs2)cc1 (configuration not stated)	-0.4	9	5	2	5	-7	-12	2	9	3	0
O=C(CSc1nnc(-c2ccco2)n1Cc1ccccc1)NC(=O)NCc1ccccc1	-2.6	16	-13	-6	8	5	9	-17	-5	-22	2
CCC(Sc1ncccc1Nc1ccccn1)C(=O)O (configuration not stated)	-2.2	-16	1	-3	13	-3	-2	-57	27	-9	-7
Cn1c(=O)c2c(nc(Cc3ccc(N)cc3)n2C)n(C)c1=O	1.4	-3	1	9	2	1	12	-19	12	0	-4
C/C(=N\Nc1ccccn1)c1ccc(S(=O)(=O)NCc2ccco2)cc1	-1.9	-24	-3	3	4	2	-39	-9	4	-9	-5
COC(=O)CN1C(=O)C(O)(CC(=O)c2ccc(C)cc2)c2cc(Br)ccc21 (configuration not stated)	0.0	-10	-6	-12	2	-4	-2	-14	-2	5	-8
COc1ccc(CO[C@@H]2O[C@H](CO)[C@@H](O)[C@H](O)[C@H]2NC(C)=O)cc1OC	-2.5	17	-7	7	0	-5	-4	-9	-1	1	-4
CN(C)S(=O)(=O)c1ccc(N2CCCC2)c(C(=O)N2CCN(S(=O)(=O)c3ccc(F)c(F)c3)CC2)c1	-0.1	15	0	-7	0	-3	-20	12	14	-8	-3
CCOC(=O)c1cnc2ccc(F)cc2c1Nc1ccc2c(c1)OCCO2	1.4	-14	-1	-1	-6	13	-9	23	24	2	19
Clc1ccc(-n2nnnc2-c2cnc(-c3ccncc3)nc2-c2cccs2)cc1	-1.5	9	-3	-1	5	2	-9	-9	25	6	4
CC1CCN(C(=O)CNC(=O)c2ccc(Cl)cc2Cl)CC1	1.4	-16	1	5	0	6	-64	-24	-33	-11	-44
CC(=O)c1ccc(NC(=O)COC(=O)c2c3c(nc4ccccc24)/C(=C\c2cccs2)CCC3)cc1	-2.4	8	9	-6	7	9	9	11	12	-4	13
CCc1cc2c(=O)c(-c3ccc(F)cc3)c(C)oc2cc1OCC(=O)O	-1.5	4	2	-1	20	-2	-8	-5	10	5	2
CN(CC(=O)Nc1cccc(F)c1)C(=O)c1ccccc1OCC(=O)Nc1cccc(C(F)(F)F)c1	-1.0	-1	-18	4	1	12	4	-5	29	7	-12
CC1(C)Cc2ccccc2-c2nnc(SCc3ccccc3)n21	-1.4	-23	-2	5	20	-4	22	-9	-12	-1	-19
O=C(NN1CCCCC1)c1ccc(COc2ccc(Cl)cc2)cc1	1.1	-3	1	-13	9	-2	-1	-22	5	3	-1
COc1cccc(/C=N/c2sc(Cc3ccccc3)c(C)c2C(N)=O)c1O	-2.4	-15	0	4	6	-5	1	-25	-3	3	-3
CCn1nc(C)c(C(=O)Nc2cc(Oc3ccc(Cl)cc3)cc([N+](=O)[O-])c2)c1C	0.3	-1	3	-4	0	-3	11	-1	-6	1	9

Record cards, from the list above:
`CCc1cc2c(=O)c(-c3ccc(F)cc3)c(C)oc2cc1OCC(=O)O` across the screens: MC4R ag barr: -1.5; NR2F2 inh: 4; TLR9-MyD88 block: 2; NOD2-RIPK2 inh: -1; MC4R antagonist: 20; ABHD5-PLIN5 inh: -2; LRH-1 inv ag: -8; NCOA2 inhibitor: -5; SRC3 inh: 10; EBV LMP1 NFkB: 5; NCOA1 inh: 2
`CCOC(=O)c1cnc2ccc(F)cc2c1Nc1ccc2c(c1)OCCO2` across the screens: MC4R ag barr: 1.4; NR2F2 inh: -14; TLR9-MyD88 block: -1; NOD2-RIPK2 inh: -1; MC4R antagonist: -6; ABHD5-PLIN5 inh: 13; LRH-1 inv ag: -9; NCOA2 inhibitor: 23; SRC3 inh: 24; EBV LMP1 NFkB: 2; NCOA1 inh: 19

Later entries.
SMILES	MC4R ag barr	NR2F2 inh	TLR9-MyD88 block	NOD2-RIPK2 inh	MC4R antagonist	ABHD5-PLIN5 inh	LRH-1 inv ag	NCOA2 inhibitor	SRC3 inh	EBV LMP1 NFkB	NCOA1 inh
Cc1ccc(CNC(=O)N2CCN(c3ccc(C)cc3)CC2)cc1	1.9	-15	-4	-8	21	-11	15	6	4	-22	-8
CCOC(=O)C1CCN(C(=O)CN(c2cccc(OC)c2)S(=O)(=O)c2ccccc2)CC1	-1.6	-3	5	10	0	-6	13	-2	15	6	6
COc1ccc(C(=O)NCCc2ccc(F)cc2)cc1OC	1.9	-12	-2	-1	5	0	-13	-19	12	-13	0
O=C(C1CCC(=O)N(C2CCCC2)C1)N1CCN(Cc2cccc(F)c2)CC1 (configuration not stated)	0.1	0	8	-3	4	-3	-29	-2	4	4	14
CC(=O)Nc1ccc(NC(=O)c2cc(=O)c3ccc(C)cc3o2)cc1	0.0	15	-11	-4	15	0	22	13	16	6	4
Cc1c(C(=O)N2CCN(Cc3ccccc3)CC2)oc2c1C(=O)CCC2	-3.7	5	-2	1	2	1	-12	15	6	6	-7
NS(=O)(=O)c1ccc(NC(=S)NC(=O)c2ccco2)cc1	-1.9	-13	-8	2	6	-4	10	-23	1	1	-11
Cc1cc(-c2nsc(=O)o2)c(S(C)(=O)=O)s1	-2.3	8	4	-7	1	0	7	6	19	-5	-1
CCOC(=O)C1CCCN(C(=O)c2sc3nc(-c4ccc(F)cc4)cn3c2C)C1 (configuration not stated)	-1.9	17	-1	6	-9	1	-1	-5	-23	6	-4
CCOc1ccc(NC(=S)NC23CN4CN(CN(C4)C2)C3)cc1	-1.9	-12	5	-10	4	-1	8	-18	0	-1	-3
O=C(Nc1ccccc1C(=O)N1CCCCC1)c1ccccc1C(F)(F)F	-2.4	11	11	-8	-4	0	10	-26	8	1	6
O=C(CCCc1nc2ccccc2s1)Nc1ccc(N2CCOCC2)cc1	-0.5	8	3	-3	12	-1	-7	-3	-5	-11	-14
CCc1cccc(Nc2cc(C)nc3nc(C)nn23)c1	0.4	11	-4	-2	9	5	-12	-7	17	4	12
O=C(COC(=O)c1cccc(S(=O)(=O)N2CCOCC2)c1)NCc1ccccc1	-0.1	-6	13	-10	6	3	17	2	4	-6	7
O=C(O)c1ccc(N/N=C/c2cccc(C(F)(F)F)c2)cc1	-0.1	-40	3	0	-1	14	-72	-88	-68	-31	-34
CCCCCC(=O)NC(=S)Nc1ccc2oc(=O)ccc2c1	-0.8	15	13	-1	2	-3	14	22	4	-12	-15
COc1cc2nc3n(c(=O)c2cc1OC)-c1ncccc1C(=O)NC3Cc1ccccc1 (configuration not stated)	-1.1	-16	-36	12	-1	-4	2	-18	-12	2	-6
C[C@@H]1CN([C@H](C)CO)C(=O)CCCn2cc(nn2)CO[C@H]1CN(C)S(=O)(=O)c1ccc(Oc2ccccc2)cc1	-1.8	-4	3	-1	-2	-3	-6	12	5	6	-10
Cc1c(C(=O)NCc2cccc([N+](=O)[O-])c2)sc(=O)n1Cc1ccccc1F	-0.4	6	.	6	-8	4	24	8	9	.	7
ClCc1nnc(-c2ccccc2)o1	-0.7	-9	2	-14	8	-2	7	16	-9	0	-19
COc1ccccc1CNS(=O)(=O)c1c(C)nc2sccn2c1=O	-0.6	10	3	19	-5	2	18	-12	5	3	23
O=C(C[C@@H]1C/C=C\C[C@@H](Cc2ccc(F)cc2)C(=O)OCCNC1=O)N[C@H](CO)Cc1ccccc1	-0.9	16	-5	-10	5	-4	2	7	13	4	10
O=C(Oc1ccccc1C(=O)Nc1ccccc1)c1ccc(Br)c([N+](=O)[O-])c1	-1.0	-13	-1	5	36*	-1	-42	-25	-37	-11	-57
O=c1cc(CN2CCc3ccccc3C2)nc2sccn12	0.6	5	-2	-1	-4	9	-22	0	11	1	2
O=C(CCNC(=O)c1ccc([N+](=O)[O-])cc1)Nc1ccc(F)cc1F	-1.1	11	-6	-8	10	7	2	14	-7	-1	2
CCC(C)NC(=O)C1CCC(=O)N(c2ccc3c(c2)OCO3)C1c1ccc(OC)cc1 (configuration not stated)	-0.9	4	-4	5	11	-1	23	-19	1	5	-12
COc1cc(C(=O)NCCOc2ccc(C)c(C)c2)cc(OC)c1OC	0.2	2	-1	1	1	2	-3	17	2	7	-13
Cc1nc(C)c(C(=O)OCC(=O)Nc2cccc(C)c2C)s1	-1.3	6	-13	-15	6	10	9	4	0	-1	8
Clc1ccc(-c2cn(-c3nc4ccccc4s3)nn2)cc1	.	-3	.	-9	.	4	-37	-12	.	.	.
CS(=O)(=O)N1CCC(NC(=O)Cc2ccccc2)CC1	-1.3	9	6	5	-1	4	3	-35	-5	-43	-2
CCCCCC1CCC(C(=O)O)CC1 (configuration not stated)	-1.6	-15	1	1	1	-3	26	-20	8	-16	-8
CC(C)Oc1ccc(C2CC(=O)N(c3ccc(N(C)C)cc3)C2=O)cc1 (configuration not stated)	4.3	1	-1	6	3	-1	5	3	-4	-11	6
NC(=O)CCS(=O)(=O)CCN1CCN(S(=O)(=O)c2ccc3c(c2)CCC3)CC1	-3.4	-18	2	13	1	-2	-12	6	-5	-2	-15
CCOC(=O)c1ccc(C(=O)OCC)nc1	0.7	-16	6	9	6	-1	-11	-5	-6	-2	-30
